# FadD28 binding: inhibitors of Mycobacterium tuberculosis FadD28 bisubstrate binding; FadD28 bisubstrate probe binding, fluorescence polarization; inhibition, % at 12.5 µM; actives 0.22% (n = 360,000); in the data active means inhibition above about 8.5%, passing the limit was not always enough; inconclusive means no clear call, values can overlap the other calls
# FBA Mtb inh: inhibits M. tuberculosis FBA enzyme. purified M. tuberculosis FBA, fluorescence read-out. inhibition, % at 1 µM. actives 2.3% (n = 360,000). AID 588726; in the data active means inhibition above about 27%;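 further: 0% = vehicle and 100% = reference inhibitor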
# Target sequence (P9WQA3 whole entry, looked up): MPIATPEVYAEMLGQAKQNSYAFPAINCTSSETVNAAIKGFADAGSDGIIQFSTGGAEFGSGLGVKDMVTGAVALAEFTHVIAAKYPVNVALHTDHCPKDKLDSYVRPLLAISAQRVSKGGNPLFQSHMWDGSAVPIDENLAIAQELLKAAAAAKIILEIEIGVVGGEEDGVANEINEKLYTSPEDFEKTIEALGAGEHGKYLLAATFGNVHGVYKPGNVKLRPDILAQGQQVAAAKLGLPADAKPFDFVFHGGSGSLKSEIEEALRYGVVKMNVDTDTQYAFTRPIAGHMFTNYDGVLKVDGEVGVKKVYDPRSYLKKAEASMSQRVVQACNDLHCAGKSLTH
# BioA inh: blocks M. tuberculosis BioA enzyme activity | purified M. tuberculosis BioA enzyme, plate reader | inhibition, % at 9.99 µM | actives 0.096% (n = 360,000); in the data active means inhibition above about 40%; inconclusive means no clear call, values can overlap the other calls
# GDH-TPI inh: counter-screen for M. tuberculosis FBA inhibitors: GDH-TPI coupled enzymes. GDH-TPI coupled enzyme counterscreen, NADH absorbance. inhibition, % at 4.8 µM. actives 1.2% (n = 360,000). AID 588335;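 further: 0% = DMSO wells and 100% = wells lacking the enzyme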
# CCHFV vOTU inh: blocks the CCHF virus ovarian tumor domain protease | CCHFV vOTU protease, Pep-AMC fluorescence | inhibition, % at 11.5 µM | actives 0.55% (n = 370,000); further: 0% = vehicle wells with enzyme and 100% = no enzyme wells
# PrPC surface inh: cell surface PrPC inhibition, primary TR-FRET screen | AID 720596 | inhibition, % at 13.8 µM | P04156 | actives 0.43% (n = 370,000) | TR-FRET read-out; in the data active means inhibition above about 24%; further: 0% = median of the test wells and 100% = reference compound wells
# BoNT-A LC inh2: BoNT A light chain protease inhibition | multiplex microsphere protease substrate cleavage, flow cytometry | inhibition, % at 10 µM | actives 0.17% (n = 360,000) | AID 588499; in the data active means inhibition above about 30%; inconclusive means no clear call, values can overlap the other calls; further: plate controls were buffer without enzyme for full effect and enzyme alone for no effect
# BoNT-F LC inh: blocks Botulinum neurotoxin F light chain protease. Multiplex microsphere protease cleavage assay, flow cytometry. inhibition, % at 10 µM. actives 0.22% (n = 360,000); in the data active means inhibition above about 35%, passing the limit was not always enough; inconclusive means no clear call, values can overlap the other calls; further: plate controls were buffer without enzyme for full effect and enzyme alone for no effect
# Mtb UGM inh: blocks M. tuberculosis UGM enzyme; purified UGM, fluorescence polarization probe displacement; AID 504406; inhibition, % at 10 µM; actives 0.06% (n = 320,000); in the data active means inhibition above about 10%, passing the limit was not always enough; inconclusive means no clear call, values can overlap the other calls
# Target sequence (P9WIQ1 whole entry, looked up): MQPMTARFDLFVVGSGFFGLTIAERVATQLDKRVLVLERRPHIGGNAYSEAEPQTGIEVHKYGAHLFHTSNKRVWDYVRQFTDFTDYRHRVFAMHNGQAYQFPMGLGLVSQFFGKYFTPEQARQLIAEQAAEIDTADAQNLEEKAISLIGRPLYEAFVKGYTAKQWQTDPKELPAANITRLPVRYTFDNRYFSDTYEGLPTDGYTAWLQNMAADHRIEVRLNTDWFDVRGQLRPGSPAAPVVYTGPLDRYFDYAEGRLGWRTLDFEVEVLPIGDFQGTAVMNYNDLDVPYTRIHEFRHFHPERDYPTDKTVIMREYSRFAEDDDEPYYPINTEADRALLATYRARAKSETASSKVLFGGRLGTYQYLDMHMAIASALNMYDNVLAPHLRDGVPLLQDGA
# * = called active by the depositor; ? = inconclusive; nt = not tested or not shown; + = active, no number; & = joins results of further samples. Unless noted, no stated cut-off is given here; in the data, active means inhibition above about 30%; inactive means the rest.
structure	FadD28 binding	FBA Mtb inh	BioA inh	GDH-TPI inh	CCHFV vOTU inh	PrPC surface inh	BoNT-A LC inh2	BoNT-F LC inh	Mtb UGM inh
O=c1cccc2n1CC1CC2CN(Cc2c(Cl)cccc2Cl)C1 (configuration not stated)	-3.7	4	0.4	-3	-7	8	-0.3	2	-2.9
CCOC(=O)N1CCN(C(=O)C2CC(=O)N(c3ccc(C)cc3)C2)CC1 (configuration not stated)	-0.2	10	-0.3	4	-8	-5	-0.6	-5	-0.3
O=C(NC(=S)Nc1cc([N+](=O)[O-])ccc1Cl)c1ccccc1	-0.9	-1	-0.4	3	8	-9	-0.5	-5	-2.8
CC(C)NC(=O)C(=O)NCCCOC(C)C	-2.5	0	-5.9	-1	2	13	-0.8	-10	-0.7
Cc1c(-c2ccc(F)cc2)nc(N)c(C#N)c1-c1ccco1	-2.3	11	0.8	11	-5	-2	2.5	6	3.6
COc1cc(C(=O)NCC2CCCO2)cc(Br)c1OCc1ccccc1 (configuration not stated)	-2.1	1	1.2	4	-1	2	-0.7	-12	-2.6
Fc1cccc(CN(C2=NCCN2)c2c(Cl)cccc2Cl)c1	-3.3	5	-1.8	8	8	1	19	3	-1.1
O=C(CCN1CCCCC1)Nc1ccc(Br)cc1C(=O)c1ccccc1	-6.3	-3	2.8	0	-13	-10	-3.3	-6	-1.7
O=S(=O)(c1ccc(-c2cn3ccccc3n2)cc1)N1CCOCC1	-3.0	+	nt	-6	-128	10	-8.7	-10	-2.1
CC(Cl)C(=O)Nc1c2c(nn1-c1ccccc1)CSC2 (configuration not stated)	-0.1	-1	1.0	3	15	-4	1.6	3	2.8
Cc1ccc2occ(/C=N/NC(N)=S)c(=O)c2c1	2.0	5	-3.7	12	-3	5	1.4	2	-0.1
CCN(CC)CCOC(=O)C(c1ccccc1)C1CCCCC1 (configuration not stated)	-4.0	0	0.8	0	3	-1	-1.0	-13	nt
COc1ccc(C(=O)N2CCCC(CCC(=O)NCc3ccc(F)c(F)c3)C2)o1 (configuration not stated)	-1.3	-2	1.4	6	12	-1	-1.5	-1	-1.3
Cc1nn(C(C)(C)C)c(OC(=O)c2ccc3c(c2)OCO3)c1S(=O)(=O)c1ccccc1	0.2	0	-0.7	7	-4	8	-0.9	-7	0.3
O=C1CN(C(=O)COc2ccc(Br)cc2Br)c2ccccc2N1	-3.0	2	nt	4	-10	4	-1.1	-11	-0.3

# The last 5 compounds of the section before open the next one.
structure	FadD28 binding	FBA Mtb inh	BioA inh	GDH-TPI inh	CCHFV vOTU inh	PrPC surface inh	BoNT-A LC inh2	BoNT-F LC inh	Mtb UGM inh
Cc1ccc2occ(/C=N/NC(N)=S)c(=O)c2c1	2.0	5	-3.7	12	-3	5	1.4	2	-0.1
CCN(CC)CCOC(=O)C(c1ccccc1)C1CCCCC1 (configuration not stated)	-4.0	0	0.8	0	3	-1	-1.0	-13	nt
COc1ccc(C(=O)N2CCCC(CCC(=O)NCc3ccc(F)c(F)c3)C2)o1 (configuration not stated)	-1.3	-2	1.4	6	12	-1	-1.5	-1	-1.3
Cc1nn(C(C)(C)C)c(OC(=O)c2ccc3c(c2)OCO3)c1S(=O)(=O)c1ccccc1	0.2	0	-0.7	7	-4	8	-0.9	-7	0.3
O=C1CN(C(=O)COc2ccc(Br)cc2Br)c2ccccc2N1	-3.0	2	nt	4	-10	4	-1.1	-11	-0.3
C/C(=N\NC(=O)c1ccccc1)c1ccc2c(c1)OCO2	-2.4	1	1.7	-6	-1	1	0.2	4	1.6
Cc1sc2ncnc(SCC(=O)N3CCC(c4noc5ccc(F)cc45)CC3)c2c1C	-3.5	3	-0.7	2	-19	3	-0.5	-12	-0.6
O=C1C2C3C=CC(C3)C2C(=O)N1c1nc2ccccc2s1 (configuration not stated)	-1.6	0	0.8	5	3	7	-0.3	-1	-1.6
C/C(=N/NS(=O)(=O)c1ccc(CC(C)C)cc1)c1ccncc1	-1.3	2	-0.4	6	-5	10	nt	nt	0.1
Nn1cnc2scc(-c3ccc(Cl)cc3)c2c1=O	-5.3	0	-2.9	-2	-4	1	0.3	18	2.0
CC(C)(C)S(=O)N1Cc2cn(Cc3ccccc3)c(=O)cc2[C@H]1CCO (some centres not stated)	-1.1	3	1.9	5	-2	1	-0.7	-12	nt
COc1ccc(/C=C/C(=O)C2CC2)cc1Cn1nc(C)c([N+](=O)[O-])c1C	-3.6	1	7.6	17	3	3	-0.1	0	-1.6
C/C(=N\NC(=O)c1n[nH]c2c1CCC2)c1cccs1	-3.6	-3	-0.7	3	9	-3	0.6	?	0.3
Cc1c(C(=O)N2CCOCC2)oc2ccc(Br)cc12	-0.6	-1	1.8	10	-11	-4	-2.5	-6	0.9
O=c1[nH]c2ccccc2c2ccc(Cl)cc12	-3.3	1	nt	11	3	-1	0.3	2	nt
Cc1nnc2n1N=CC=C(C(C)(C)C)S2	-0.5	0	0.3	-6	0	-1	-1.9	-3	0.3
CCCCCCSc1ccc(-c2nc3ccc(C)cn3c2NCc2ccccc2)cc1OC	-1.0	38*	-1.2	17	-6	0	0.2&-0.6	0&-18	3.1
COc1ccc(NC(=O)COC(=O)CCSc2ccccc2)cc1	nt	0	-1.6	10	10	5	-0.4	-10	3.0
O=C(C[n+]1cc(-c2ccc(Cl)cc2)n2c1CCC2)Nc1nc(-c2ccc(F)cc2)cs1	-5.3	1	nt	-11	3	-5	?	?	4.2
COc1cc(C)ccc1OCC(=O)NC1CCCCCC1	-0.1	2	0.4	12	6	2	0.0	5	-0.8

# More structures:
structure	FadD28 binding	FBA Mtb inh	BioA inh	GDH-TPI inh	CCHFV vOTU inh	PrPC surface inh	BoNT-A LC inh2	BoNT-F LC inh	Mtb UGM inh
CCCNS(=O)(=O)c1ccc2c(c1)n(C)c(=O)n2C	0.0	2	0.5	3	3	5	0.8	4	-0.2
CC(C)c1ccc(NC(=O)COC(=O)CSc2nnc(N)s2)cc1	-2.5	-1	nt	-3	5	-10	-0.6	-2	-5.5
Cc1cc(C)c(CSc2ncnc3nc[nH]c23)c(C)c1	-1.8	-2	0.2	-3	-2	3	-0.2	-5	0.7
COc1cccc(CN2CCNC(=O)C2CC(=O)NC2Cc3ccccc3C2)c1 (configuration not stated)	-1.7	1	nt	0	-3	5	0.0	-1	0.2
CC1CCCN(S(=O)(=O)c2ccc(NC(=O)CN3CCN(C)CC3)cc2)C1 (configuration not stated)	0.8	-3	-1.0	15	8	-7	0.1	-2	-2.0
COc1ccc(NS(=O)(=O)c2c(C)n(C)c(=O)n(C)c2=O)cc1	-2.5	2	-1.5	-7	16	4	0.5	6	-1.1
Cc1ccc(NC(=O)c2noc3c2CCc2ccccc2-3)cc1	-3.5	-3	-3.4	9	-4	1	-0.4	-12	0.0
Nc1ccccc1C(=O)N(Cc1ccccc1)Cc1ccccc1	-2.7	5	nt	-3	-3	5	-2.3	-15	3.0
CCCn1nc2cc(C(=O)NCc3ccc(OC(F)(F)F)cc3)ccc2c1OCC	-0.9	37*	1.0	1	-7	14	-0.5	1	0.4
CC(OCC(O)CN(C)Cc1nc2ccccc2c(=O)[nH]1)c1ccc(Cl)cc1 (configuration not stated)	-0.1	-1	nt	6	-9	0	-1.0	-6	0.1
COc1ccc(Cl)cc1NC(=O)CN(C)CC(=O)Nc1cc(OC)c(OC)c(OC)c1	-3.3	-2	1.7	1	-7	3	0.7	?	3.9
CCOC(=O)Cn1cc(C(=O)c2ccccc2F)c2ccccc21	-2.1	-2	-1.0	9	10	-4	-0.4	-9	-1.7
COc1ccc(Cc2nc(-c3ccc(NC(=O)c4cccnc4)cc3)no2)cc1	-4.5	4	nt	-3	4	1	0.7	10	0.4
O=C(COC(=O)c1ccc(S(=O)(=O)C(F)F)cc1)Nc1ccccc1C(=O)NC1CC1	-1.3	0	0.3	1	15	7	0.4	2	0.0
OC(c1nnc(-c2ccccc2)o1)c1cccs1 (configuration not stated)	-3.4	-4	nt	-12	-13	1	-0.7	-2	-0.3

# Next results follow:
structure	FadD28 binding	FBA Mtb inh	BioA inh	GDH-TPI inh	CCHFV vOTU inh	PrPC surface inh	BoNT-A LC inh2	BoNT-F LC inh	Mtb UGM inh
CC(=O)/C(=N\Nc1ccccc1Cl)Sc1nnc(-c2ccccc2)n1-c1ccccc1	-2.3	0	nt	8	-3	0	-0.6	-3	-3.1
CC(=O)N1CCN(c2nc(-c3cccs3)nc3ccccc23)CC1	-3.4	7	nt	15	-8	-2	-0.6	0	0.5
Cc1nn(CC(=O)N/N=C/c2cccs2)c(C)c1[N+](=O)[O-]	-2.4	-3	nt	6	-3	-6	?	?	1.2
CCC(C(=O)Nc1ccccc1F)n1nc(C)c2c(C)n(-c3ccccc3)nc2c1=O (configuration not stated)	-1.7	2	24	6	4	1	0.0	7	-2.4
CC(c1nnc(SCC(=O)N2CCc3ccccc32)n1-c1ccc(Cl)cc1)N(C)C (configuration not stated)	-3.4	0	0.2	-3	-5	-5	0.0	-2	-0.1
CCN(Cc1ccccc1)C(=O)COc1ccccc1	-0.7	1	-1.3	-1	-10	-5	0.7	4	1.5
O=C(CN1CCCC1)Nc1ccc(Br)cc1[N+](=O)[O-]	-2.7	0	0.1	1	-11	-20	-0.2	?	-0.6
Cc1nc(/N=C(\N)NC(=O)c2ccccc2)nc2ccccc12	-1.0	-1	-1.7	23	nt	nt	-0.8	-6	-0.2
CCC(=O)N1CC23C=CC(CC2CC12CCCCC2)O3 (configuration not stated)	-1.0	0	0.6	3	6	0	1.6	-15	2.3
O=C(CCC(=O)N1C[C@H]2C[C@@H](C1)c1cccc(=O)n1C2)NCc1cccc(C(F)(F)F)c1	-2.5	1	-0.2	6	-4	10	0.3	1	-2.4
Cn1ccc(C(=O)OCC(=O)Nc2ccccc2)n1	-0.2	0	nt	-1	-12	5	2.2	12	nt
Cc1ccccc1C1=N/C(=C/c2cccnc2)C(=O)O1	-4.2	-2	nt	-2	-10	6	-0.9	-5	-1.0
Cc1cccc2cc(CN(Cc3cccs3)Cc3nnnn3Cc3ccccc3)c(=O)[nH]c12	-0.9	4	nt	5	17	4	-0.8	7	1.2
Cc1ccc(Nc2ncnc3c2oc2ccccc23)cc1	-1.7	6	-1.3	21	-3	-3	0.3	5	-1.4
Cc1ccccc1NC(=O)C1CCC(=O)N1 (configuration not stated)	1.1	2	0.1	6	-3	15	-0.5	-8	1.1

# Following part:
structure	FadD28 binding	FBA Mtb inh	BioA inh	GDH-TPI inh	CCHFV vOTU inh	PrPC surface inh	BoNT-A LC inh2	BoNT-F LC inh	Mtb UGM inh
CCn1c(=O)c(C(=O)NNS(=O)(=O)c2ccc(Cl)cc2)c(O)c2ccccc21	-0.8	1	-0.8	7	7	-1	1.0	10	-2.0
COCCCNS(=O)(=O)c1cc2c3c(c1)C(C)C(=O)N3CCC2 (configuration not stated)	-3.2	3	-0.2	-2	-6	-2	-0.8	0	1.7
COc1ccc(NC(=O)C(CC(=O)O)Cc2ccc(C)cc2)cc1 (configuration not stated)	-0.1	1	nt	7	-8	8	0.9	4	-1.7
Cn1ncc(Br)c1NC(=O)CSc1ccc(Cl)cc1	-0.3	0	nt	-5	-5	16	-0.7	?	-1.8
COc1ccc(C(C(C(=O)c2ccco2)N2CCOCC2)N2CCOCC2)cc1 (configuration not stated)	-0.5	5	0.1	11	5	3	-1.0	-21	0.1
COc1cccc(C(=O)C2CCCN(Cc3cnn(C(C)C)c3)C2)c1 (configuration not stated)	-1.0	-4	nt	-3	2	1	-2.2	-14	-2.8
COC(=O)c1ccc2c(c1)NC(=O)CS2	-3.0	-3	1.2	-12	-6	-4	-0.4	2	1.4
CCNC(=S)N/N=C/c1cccs1	-1.5	-3	0.4	30	6	0	-0.8	-3	1.6
Cc1ccc(C(=O)NCCN2CCOCC2)c(Cl)c1	-2.2	-1	-1.2	10	1	3	-1.6	-8	1.5
Cc1cccc(CSc2nnc(-c3cccs3)n2Cc2ccco2)c1	-2.4	2	3.8	-12	5	3	0.6	6	-0.2
O=C1CC(C(=O)Nc2cccc(F)c2)n2c(nc3ccccc32)N1 (configuration not stated)	0.6	0	-0.5	-2	2	-4	0.9	1	-0.6

# High-throughput results from PubChem.
